From PubChem BioAssay
MC4R ag barr: MC4R agonists recruiting beta-arrestin, primary screen, cell-based, luminescence, agonist arm of biased-ligand search; U2OS MC4R beta-arrestin complementation; percent of melanotan II response, DMSO zero; activation, % at 8.9 µM; AID 540308, 2011; 360,000 tested, 0.98% active;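 active = activation above a per-plate cutoff, the mean activation of sample wells on that plate plus 3 SD, cut at about 8% in these data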
Target sequence (P32245 whole entry, looked up): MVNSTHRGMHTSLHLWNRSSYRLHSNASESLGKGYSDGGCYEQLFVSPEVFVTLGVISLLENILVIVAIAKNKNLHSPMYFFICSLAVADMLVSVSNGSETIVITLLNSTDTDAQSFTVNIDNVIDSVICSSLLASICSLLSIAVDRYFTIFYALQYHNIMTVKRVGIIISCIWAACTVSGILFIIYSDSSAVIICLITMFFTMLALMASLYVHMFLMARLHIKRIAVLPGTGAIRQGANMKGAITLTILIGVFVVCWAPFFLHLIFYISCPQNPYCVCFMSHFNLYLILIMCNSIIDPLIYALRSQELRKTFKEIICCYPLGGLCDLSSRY
PDI turbidity: inhibitors of human PDI, primary screen, biochemical, turbidity, single point, plate reader. Protein disulfide-isomerase (Homo sapiens), P07237. PDI insulin aggregation turbidity, A650, 90 min. inhibition, % at 10 µM. 350,000 tested, 0.052% active;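 active = mean inhibition across replicates of 30% or more, whatever share of single replicates reach that level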;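 note: absorbance from insulin aggregation driven by PDI reduction with DTT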
Target sequence (P07237 whole entry, looked up): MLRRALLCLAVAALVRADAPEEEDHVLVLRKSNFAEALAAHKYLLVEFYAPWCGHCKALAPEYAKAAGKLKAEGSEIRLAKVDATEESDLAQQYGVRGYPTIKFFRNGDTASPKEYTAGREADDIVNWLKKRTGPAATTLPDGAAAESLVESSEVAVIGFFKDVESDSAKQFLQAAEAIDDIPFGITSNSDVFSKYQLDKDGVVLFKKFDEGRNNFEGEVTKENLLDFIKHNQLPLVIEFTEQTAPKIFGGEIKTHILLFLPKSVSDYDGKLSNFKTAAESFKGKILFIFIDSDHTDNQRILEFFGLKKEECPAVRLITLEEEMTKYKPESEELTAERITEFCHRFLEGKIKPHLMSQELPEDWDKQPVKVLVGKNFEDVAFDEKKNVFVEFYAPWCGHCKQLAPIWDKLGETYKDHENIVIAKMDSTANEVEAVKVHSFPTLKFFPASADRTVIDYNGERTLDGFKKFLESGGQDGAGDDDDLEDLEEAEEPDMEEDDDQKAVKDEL
ABHD5 PLIN5 PPI: ABHD5-PLIN5 interaction inhibitors, primary screen, cell lysate, split luciferase complementation, luminescence; inhibition, % at 4 µM; Split G. princeps luciferase complementation, 4 h; 360,000 tested, 0.78% active; Perilipin-5 (Homo sapiens) + 1-acylglycerol-3-phosphate O-acyltransferase ABHD5 (Homo …;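 active = inhibition above the mean inhibition across every tested compound plus 3 SD, cut at about 22% in these data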;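 note: 0% = DMSO only wells and the 100% control is not disclosed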
m5-HT2A agonist: mouse Htr2a agonists via beta-arrestin recruitment, primary screen, cell-based, luminescence; 5-hydroxytryptamine receptor 2A (Mus musculus), P35363; CHO-K1 mHTR2A beta-arrestin complementation; percent of 30 µM serotonin response; 360,000 tested, 0.66% active; activation, % at 7.6 µM; AID 624169, 2012;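 active = activation above a run cutoff, the mean activation of all tested compounds plus 3 SD, cut at about 14% in these data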;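 note: 0% = plate median of compound wells and 100% = 30 µM serotonin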
N-glyco inh: increase of ERlucT glycosylation luciferase signal, primary screen, N-linked glycosylation inhibitor project, D54 ERlucT cells, luminescence, set 2; D54 ERlucT glycosylation luciferase reporter, 24 h; percent of 100 nM tunicamycin response; reporter increase, % at 12.5 µM; 360,000 tested, 0.23% active;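 active = mean luciferase reporter signal, scaled so untreated is 0 and the glycosylation-blocking control 100, at or above a set limit in every replicate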;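 note: luciferase carries N-glycosylation sites so blocking glycosylation raises the light; 0% = median of neutral control wells and 100% = median of 100 nM tunicamycin wells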
Granule exo inh: LAMP-1 surface exposure blockers, TALL-104 cells – cell-based, flow cytometry, MLPCN library, primary screen; 360,000 tested, 0.66% active; inhibition, % at 10 µM; TALL-104 LAMP-1 surface exposure; cells stimulated with thapsigargin and PMA;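 active = inhibition above about 55%, limit read from the data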
CaV13 FRET inh: Disruptors of the CACNA1D IQ motif to Ca2+-dependent inactivation inhibitor domain association, primary screening, Förster resonance energy transfer in intact living … | inhibition, % at 12.3 µM | AID 743397 | HEK cells, CFP/YFP FRET ICDI-IQ, plate reader, 10 min; percent FRET-ratio fall versus neutral wells | 340,000 tested, 0.098% active;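 active = mean replicate inhibition of at least 30% and at least 1% of replicates passing that level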;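 note: 0% = median of the neutral control wells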
MC4R antag cAMP: MC4R antagonists of cAMP signaling, primary screen, cell-based, TR-FRET, antagonist arm of biased-ligand search | MC4R-expressing cells, MTII-stimulated cAMP, LANCE TR-FRET | inhibition, % at 6.5 µM | 360,000 tested, 0.48% active | AID 540295, 2011;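 active = inhibition above its plate's cutoff, the mean of tested wells on that plate plus 3 SD, cut at about 29% in these data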;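 note: 0% = Melanotan II alone and 100% = Melanotan II plus saturating MCL0020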
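system = U2OS cells with stable human MC4R expression | also added = Melanotan II challenge after compound preincubation | dosing = one concentration, 6.5 µM nominal | incubation = compound 30 min, challenge 1 h, detection 1 h | measured by = TR-FRET with Eu-cAMP and labeled anti-cAMP, 671 nm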
ABCB6 inh MLPCN: ABCB6 transporter inhibitors, primary screen, K562-ABCB6 cells, flow cytometry, MLPCN library; ATP-binding cassette sub-family B member 6 (Homo sapiens), Q9NP58; 360,000 tested, 0.19% active; K562-ABCB6 porphyrin accumulation, 1 h; active compounds read low; fluorescence ratio to DMSO, % at 10 µM;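 active = fluorescence ratio to DMSO below 75%, the collection mean minus 3 SD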;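 note: signal is porphyrin accumulated inside mitochondria; 100% equals median channel fluorescence of DMSO control wells; lower ratio means ABCB6 inhibition with less porphyrin fluorescence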
H9c2 protect: cardioprotection against H2O2-induced cell death, primary screen, uHTS, H9c2 cells, ATPLite luminescence; 360,000 tested, 0.63% active; H9c2 cardiomyocytes, H2O2 injury protection, 2 h; protection from H2O2 cell death, % at 20 µM; AID 588492, 2011;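 active = compounds giving at least 50% protection of heart cells from peroxide-induced death in the single-dose screen, raw or plate-pattern-corrected value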;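 note: 0% = DMSO wells with peroxide and 100% = DMSO wells without peroxide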
Active calls of the source: *; nt = no result given.

(1) CC(OC(=O)Cc1ccc(F)cc1)C(=O)N1CCc2ccccc21 (configuration not stated)
(2) CCCOc1ccccc1OCC(=O)Nc1ccc(S(=O)(=O)N2CCCC2)cc1
(3) O=C(CSc1nc(-c2ccccc2Cl)ns1)c1ccc(Cl)cc1
(4) C=CCn1c(O)c(N=O)c2ccccc21
(5) CC1=CC2(O)OCCN(CCO)C2=CC1=O (configuration not stated)
(6) CC(C)n1cc(CN2CCC(C(=O)Nc3cccc(-c4cscn4)c3)CC2)cn1
(7) COc1ccccc1C(=O)Nc1ccc2c(c1)CN(C(=O)CSC)CC2
(8) O=C(N/N=C/c1cc(Cl)cc([N+](=O)[O-])c1O)c1ccc2c(c1)OCO2

assay / entry,1,2,3,4,5,6,7,8
MC4R ag barr,0.4,1.0,0.0,0.1,0.9,-2.7,-1.1,-1.0
PDI turbidity,3,-12,13,0,0,-3,-10,-1
ABHD5 PLIN5 PPI,-9,0,-2,-3,19,2,5,7
m5-HT2A agonist,-2,0,-4,3,-4,-5,3,-6
N-glyco inh,0,-3,-2,1,14,1,9,0
Granule exo inh,1,4,10,-1,13,1,0,1
CaV13 FRET inh,-3,nt,-19,0,-7,-2,-5,-2
MC4R antag cAMP,12,7,4,17,0,-5,-8,-4
ABCB6 inh MLPCN,97,98,89,98,100,101,99,98
H9c2 protect,1,15,-11,-3,-20,-1,8,3

(9) CCOC(=O)CNS(=O)(=O)c1ccc(C)cc1
(10) COc1ccccc1COn1c(=O)c(-c2ccco2)[n+]([O-])c2ccccc21
(11) CCn1ncc(/C=C2/SC(=S)NC2=O)c1C
(12) COc1ccc(CNC(=O)c2sc(=O)n(Cc3ccc(-c4ccccc4)cc3)c2C)cc1OC
(13) COc1ccccc1NC(=O)CCCc1nc(-c2ccc(OC)c(OC)c2)no1
(14) O=C(NCc1cccc(Br)c1)C1CC2Cn3c(nc4ccccc43)C2N1c1ccccc1 (configuration not stated)
(15) COC(CN(C)C(=O)C1CCCN(S(=O)(=O)c2ccc3c(c2)oc(=O)n3C)C1)OC (configuration not stated)
(16) Nc1ccccc1C(=O)NC1CCCNC1=O (configuration not stated)

assay / entry,9,10,11,12,13,14,15,16
MC4R ag barr,-0.8,-5.2,-2.8,3.9,-0.1,1.0,-1.6,-2.8
PDI turbidity,3,3,-23,4,-1,0,1,-1
ABHD5 PLIN5 PPI,3,2,6,-6,3,-3,-3,-7
m5-HT2A agonist,0,2,4,-7,2,-2,0,0
N-glyco inh,3,4,0,-5,0,-1,0,0
Granule exo inh,3,7,2,8,-2,-3,-1,-7
CaV13 FRET inh,-3,-18,-4,-7,-16,-11,-7,-4
MC4R antag cAMP,12,6,-11,25,2,15,-5,7
ABCB6 inh MLPCN,105,102,94,98,97,97,97,100
H9c2 protect,10,37,-5,-8,-2,2,5,6

(17) Cc1cccc(C(=O)OCC(=O)NCCN2C(=O)CSC2=O)c1[N+](=O)[O-]
(18) Cc1ccccc1S(=O)(=O)NC1OC(=O)C(Oc2ccccc2)=C1Br (configuration not stated)
(19) CC(=O)Nc1ccc(NC(=O)COC(=O)Cc2cccs2)cc1
(20) COc1ccc2c(=O)c(C(=O)NCCc3ccccc3)c[nH]c2c1
(21) CCOc1ccccc1/C=N/Nc1ccc(Cl)nn1
(22) CC(=O)Nc1cc(-c2cccc(C(=O)NCCN(C)C)c2)cn2c(-c3ccccc3)cnc12
(23) COc1ccc(CCNC(=O)CCN2C(=O)[C@@H]3Cc4ccccc4CN3C2=O)cc1OC
(24) Cc1c(-c2ccn[nH]2)cc(NC(=O)c2ccc(Cl)cc2)c(=O)n1N

assay / entry,17,18,19,20,21,22,23,24
MC4R ag barr,-1.7,-2.4,-0.6,-1.4,7.7,2.2,1.1,-0.6
PDI turbidity,-9,4,-77,-12,-7,1,1,-5
ABHD5 PLIN5 PPI,-6,4,0,4,-7,4,0,2
m5-HT2A agonist,6,-6,3,1,-3,-2,-5,7
N-glyco inh,2,-2,3,-1,2,-3,1,-1
Granule exo inh,-4,-1,5,40,-24,0,34,1
CaV13 FRET inh,-5,-5,-3,-2,-21,-6,-16,-7
MC4R antag cAMP,12,5,3,-12,-4,11,9,-6
ABCB6 inh MLPCN,101,96,116,96,96,101,96,98
H9c2 protect,0,1,-2,1,-2,-9,16,-1

(25) CCc1sc(C(=O)Nc2ccc(NC(C)=O)cc2)cc1C
(26) O=C(Cc1c(F)cccc1Cl)NC1=NCCS1
(27) O=C(NNC(=O)c1cnccn1)c1cccc([N+](=O)[O-])c1
(28) Cc1c(NS(=O)(=O)c2ccc([N+](=O)[O-])cc2)c(=O)n(-c2ccccc2)n1C
(29) CC1CN(C(=O)Nc2ccccc2)c2ccccc2-[n+]2ccsc21 (configuration not stated)
(30) COc1ccc2c(c1)C(=O)N(c1ccccc1OC)C(=O)C2(C)C
(31) CCOC(=O)c1cc2c(C)n(-c3ccc(C)cc3)c(C)c2ccc1=O
(32) Nc1nc(-c2cccnc2)nn1C(=O)Cc1ccccc1

assay / entry,25,26,27,28,29,30,31,32
MC4R ag barr,-0.9,1.3,-0.8,1.3,1.4,-1.7,-1.6,0.5
PDI turbidity,11,-5,9,3,6,-3,-2,6
ABHD5 PLIN5 PPI,-1,-3,-2,-4,-2,-2,8,-8
m5-HT2A agonist,7,2,-4,4,3,-2,-6,4
N-glyco inh,-2,0,0,0,-1,-2,-13,-13
Granule exo inh,-4,3,0,1,-3,-2,7,-1
CaV13 FRET inh,-4,8,-8,-4,-6,-9,-9,-5
MC4R antag cAMP,5,7,5,7,4,1,-5,18
ABCB6 inh MLPCN,93,104,101,96,100,96,98,99
H9c2 protect,2,4,2,9,11,7,-22,10

Part of the list above in order of length of the SMILES, ascending.
(26) O=C(Cc1c(F)cccc1Cl)NC1=NCCS1
(21) CCOc1ccccc1/C=N/Nc1ccc(Cl)nn1
(32) Nc1nc(-c2cccnc2)nn1C(=O)Cc1ccccc1
(25) CCc1sc(C(=O)Nc2ccc(NC(C)=O)cc2)cc1C
(29) CC1CN(C(=O)Nc2ccccc2)c2ccccc2-[n+]2ccsc21 (configuration not stated)
(27) O=C(NNC(=O)c1cnccn1)c1cccc([N+](=O)[O-])c1
(31) CCOC(=O)c1cc2c(C)n(-c3ccc(C)cc3)c(C)c2ccc1=O
(24) Cc1c(-c2ccn[nH]2)cc(NC(=O)c2ccc(Cl)cc2)c(=O)n1N
(23) COc1ccc(CCNC(=O)CCN2C(=O)[C@@H]3Cc4ccccc4CN3C2=O)cc1OC
(28) Cc1c(NS(=O)(=O)c2ccc([N+](=O)[O-])cc2)c(=O)n(-c2ccccc2)n1C

assay / entry,26,21,32,25,29,27,31,24,23,28
MC4R ag barr,1.3,7.7,0.5,-0.9,1.4,-0.8,-1.6,-0.6,1.1,1.3
PDI turbidity,-5,-7,6,11,6,9,-2,-5,1,3
ABHD5 PLIN5 PPI,-3,-7,-8,-1,-2,-2,8,2,0,-4
m5-HT2A agonist,2,-3,4,7,3,-4,-6,7,-5,4
N-glyco inh,0,2,-13,-2,-1,0,-13,-1,1,0
Granule exo inh,3,-24,-1,-4,-3,0,7,1,34,1
CaV13 FRET inh,8,-21,-5,-4,-6,-8,-9,-7,-16,-4
MC4R antag cAMP,7,-4,18,5,4,5,-5,-6,9,7
ABCB6 inh MLPCN,104,96,99,93,100,101,98,98,96,96
H9c2 protect,4,-2,10,2,11,2,-22,-1,16,9

Other records follow:
(33) Cc1cccc(NC(=O)CSc2nnc(-c3ccc(S(=O)(=O)N4CCOCC4)cc3)n2C)c1
(34) COc1ccc(NC(=O)COC(=O)Cc2ccsc2)c(OC)c1
(35) Cn1c(=S)[nH]c2sc3c(c2c1=O)CCC(C(C)(C)C)C3 (configuration not stated)
(36) CN(CCc1ccccn1)C1CCCN(S(=O)(=O)c2ccccc2)C1 (configuration not stated)
(37) CS(=O)(=O)c1cccc(C(=O)NC(c2ccccc2)c2ccccc2)c1
(38) COc1ccc(N2C(=O)CC(N3CCCC4CCCCC43)C2=O)cc1 (configuration not stated)
(39) COCc1c(C(=O)NCCOc2ccc(Cl)cc2)oc2ccccc12
(40) CCOc1cc(CNc2ccc(OC)cc2)cc(Br)c1OCC(=O)NC(C)(C)C

assay / entry,33,34,35,36,37,38,39,40
MC4R ag barr,-1.5,0.9,-2.4,2.1,-2.7,-0.3,-0.6,-3.0
PDI turbidity,-3,-4,10,3,-3,-3,-3,15
ABHD5 PLIN5 PPI,2,1,1,6,5,8,-6,-8
m5-HT2A agonist,29*,-4,0,-8,-4,4,1,-2
N-glyco inh,0,3,1,1,-1,1,0,-2
Granule exo inh,-4,-8,2,4,24,39,-4,3
CaV13 FRET inh,-4,-5,-6,-6,nt,-5,-6,-7
MC4R antag cAMP,2,-4,0,11,2,3,8,-12
ABCB6 inh MLPCN,89,100,97,101,197,109,90,97
H9c2 protect,2,-2,-5,-1,-8,8,-7,-11

(41) OC1CCCN(c2ncnc3c2nnn3Cc2c(F)cccc2Cl)C1 (configuration not stated)
(42) CCOc1ccc(CN2CCCC(CO)(Cc3ccccc3F)C2)cc1 (configuration not stated)
(43) COc1ccc(N2CCC(CNC(=O)Nc3ccccc3)C2)cc1 (configuration not stated)
(44) CCCn1c(N2CCN(C(=O)/C=C/C(=O)O)CC2)nc2ccccc21
(45) Cc1nc(Nc2ccc(Cl)cc2)c2nnn(Cc3ccccc3)c2n1
(46) Cc1ccccc1C(=O)N(C)[C@H]1C[C@H]2c3[nH]c4ccccc4c3CCN2C[C@H]1[C@H](C)O
(47) Cc1ccc(S(N)(=O)=O)cc1
(48) CC(=O)c1cc2c(cc1NS(=O)(=O)c1ccccc1F)OCO2
(49) CCn1c(C(=O)NCc2cccnc2)cc2sc(Cl)cc21

assay / entry,41,42,43,44,45,46,47,48,49
MC4R ag barr,-0.8,0.5,1.2,0.6,4.3,nt,0.8,-0.7,-0.3
PDI turbidity,3,10,3,-2,-14,nt,nt,5,-4
ABHD5 PLIN5 PPI,-2,7,3,6,-4,-6,2,0,-8
m5-HT2A agonist,3,-5,8,13,-2,-4,7,0,-5
N-glyco inh,-11,-1,0,0,-1,2,0,0,-2
Granule exo inh,3,-6,-4,-5,2,3,3,-3,1
CaV13 FRET inh,-6,-5,-4,-22,-7,-6,nt,-5,-9
MC4R antag cAMP,4,-5,3,10,-5,nt,-3,7,20
ABCB6 inh MLPCN,98,99,108,95,99,105,100,99,97
H9c2 protect,-1,6,8,1,-13,4,-1,12,-1
